Screening results deposited in PubChem by several laboratories.
NS5 inhibitors: Dengue-2 NS5 methyltransferase inhibitors, primary screen, biochemical, confirmation dose response (AID 588689). Dengue-2 NS5 methyltransferase capping enzyme assay, biochemical; higher % means a stronger effect. one-dose inhibition, % at 25 µM; IC50 in µM for titrated hits. 0.3% of 340,000 active; in the data active = a potency from the dose series
Myeloid diff MLP: compounds promoting myeloid differentiation | ER-HoxA9 myeloid progenitors, lysozyme-GFP differentiation, flow cytometry | AID 624256 | 1% of 360,000 active | calls only at 10 µM;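 active = normalized GFP-positive differentiation at or above the plate's own cutoff, the solvent-only control mean plus 3 SD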;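 note: cells exposed to compound for four days before flow analysis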
NS5 inhibitors pilot replicate: second read-out of NS5 inhibitors, no call of its own (marks repeat the call); inhibition, %; measured here: pilot screen replicate inhibition
Myeloid diff MLP GFP+ MAC1+ %: recorded beside Myeloid diff MLP, whose call it bears; GFP+ MAC1+ double positive, %; measured here: differentiation confirmed by MAC1 staining
Starred values were filed as active, the others as inactive; i = inactive; + = active, no number. Only part of the results is shown; the hit share may differ from the screen's.

SMILES	NS5 inhibitors	Myeloid diff MLP	Myeloid diff MLP GFP+ MAC1+ %	others
CC(C)[C@H](NC(=O)c1ccccc1)C(=O)OCC(=O)c1c(N)n(C)c(=O)n(C)c1=O	0.0%	i	1.5
O=C(C[C@H]1C[C@H](C(=O)N2CCCCC2)[C@@]2(CCc3ccccc3)c3[nH]c4ccc(Cl)cc4c3CCN2C1=O)NCCN1CCOCC1	-5.3%	i	0.6	NS5 inhibitors pilot replicate=0.0
COc1ccc(CCNC(=O)C2CCN(Cc3nc(-c4ccc(Cl)cc4)oc3C)CC2)cc1OC	3.0%	i	0.6
Cn1c(N)c(C(=O)COC(=O)Cc2ccc(Cl)cc2Cl)c(=O)n(C)c1=O	-2.9%	i	0.4
CC(=NNC(=O)c1ccncc1)c1ccc(O)cc1O	-10.1%	i	0.9
CN(CC(=O)Nc1ccc(Cl)cc1)C1=NS(=O)(=O)c2ccccc21	-4.3%	i	0.7
Nc1ccccc1C#Cc1cnccn1	4.8%	i	1.7
CC(NC(=O)CN1C(=O)NC2(CCCCCCC2)C1=O)c1ccccc1 (stereo unspecified)	-4.6%	i	1.3
CCCNc1ncnc2c1cnn2C1CCCCO1 (stereo unspecified)	0.8%	i	1.5
CCN(c1ccc(NC(=O)c2ccc(N3CCCC3=O)cc2)cc1)C(C)C	-8.8%	i	0.4
CCc1cccc2c1Sc1ccccc1CC2N1CCNCC1 (stereo unspecified)	2.3%	i	0.2
CCOC(=O)C1=C(CC)Nc2ccccc2N=C1NC(=O)c1cccc(S(=O)(=O)N2CCOCC2)c1	-9.0%	i	0.6
Nc1c(N(CCC2=CCCCC2)C(=O)CCCOc2ccccc2)c(=O)[nH]c(=O)n1Cc1ccccc1	-2.2%	i	0.6
Nc1ncnc2[nH]c(=S)[nH]c12	-10.8%	i	0.2
COc1ccccc1N(C)S(=O)(=O)c1ccc(C(=O)N(C)Cc2cccc(F)c2)cc1	-2.9%	i	0.8
NC(=O)c1ccccc1N	-6.3%	i	1.4
Cc1cccc(NC(=O)CSCC(=O)N(C)CCOc2ccc(Cl)cc2)c1	-8.1%	i	1.8
COc1ccc2c(c1)OCC(O)(c1ccccc1)C2=O (stereo unspecified)	-2.3%	i	0.5
Nc1nnc(SCC(=O)Nc2cccnc2Cl)s1	-0.7%	i	0.6
COc1ccccc1S(=O)(=O)N(C)C[C@@H]1Oc2ncc(-c3ccc(C)cc3)cc2C(=O)N([C@H](C)CO)C[C@@H]1C	5.5%	i	0.7

Retrieved by compound from above (4):
SMILES	NS5 inhibitors	Myeloid diff MLP	Myeloid diff MLP GFP+ MAC1+ %	others
Cc1cccc(NC(=O)CSCC(=O)N(C)CCOc2ccc(Cl)cc2)c1	-8.1%	i	1.8
NC(=O)c1ccccc1N	-6.3%	i	1.4
CN(CC(=O)Nc1ccc(Cl)cc1)C1=NS(=O)(=O)c2ccccc21	-4.3%	i	0.7
CCc1cccc2c1Sc1ccccc1CC2N1CCNCC1 (stereo unspecified)	2.3%	i	0.2

3 consecutive records out of the list so far, quoted:
SMILES	NS5 inhibitors	Myeloid diff MLP	Myeloid diff MLP GFP+ MAC1+ %	others
COc1ccc2c(c1)OCC(O)(c1ccccc1)C2=O (stereo unspecified)	-2.3%	i	0.5
Nc1nnc(SCC(=O)Nc2cccnc2Cl)s1	-0.7%	i	0.6
COc1ccccc1S(=O)(=O)N(C)C[C@@H]1Oc2ncc(-c3ccc(C)cc3)cc2C(=O)N([C@H](C)CO)C[C@@H]1C	5.5%	i	0.7

Later entries.
SMILES	NS5 inhibitors	Myeloid diff MLP	Myeloid diff MLP GFP+ MAC1+ %	others
O[C@@H]1Cc2ccccc2O[C@H]1c1ccccc1	3.9%	i	0.4
Cn1c(=NC(=O)CS(=O)(=O)c2ccc(F)cc2)sc2ccccc21	-2.2%	i	1.7
Cc1noc(C)c1NC(=O)Nc1cccc2c1O[C@H](CN(C)S(=O)(=O)c1ccccc1)[C@@H](C)CN([C@H](C)CO)C2=O	2.3%	i	2.4	NS5 inhibitors pilot replicate=-1.8
O=C(Cc1ccsc1)NNC(=O)c1ccccc1O	1.4%	i	1.1
Cn1nc(C(=O)NNC(=O)C2CSC3(C)CCC(=O)N23)c2ccccc2c1=O (stereo unspecified)	2.2%	i	0.9
CCOC(=O)C1=C(C)NC(C)=C(C(=O)OCC)C1C(=O)OCC(=O)NCc1ccccc1	1.6%	i	1.0
CCOc1ncccc1C(=O)OCC(=O)Nc1cc(C(C)(C)C)ccc1OC	0.7%	i	0.8
Clc1ccc(C(c2cccs2)N2CCNCC2)cc1 (stereo unspecified)	1.7%	i	2.1
C[C@H](O)[C@@H]1CN2CCc3c([nH]c4ccc(-c5ccc6c(c5)OCO6)cc34)[C@@H]2C[C@@H]1N(C)C(=O)Nc1cc(Cl)cc(Cl)c1	1.1%	i	2.5
Cc1[nH]ccc2cc3nc4ccccc4c3cc12	2.3%	i	1.8
O=C(COC(=O)C1CC2CCCC(C1)C2=O)Nc1nc(-c2ccc(F)c(F)c2)cs1 (stereo unspecified)	11.0%	i	0.7
Cc1c(C(=O)N2CCN(c3ccccc3)CC2)oc2c(Cl)cccc12	-1.5%	i	1.1
COc1ccc(Cl)cc1C(=O)OCC(=O)N1CCCC(C)C1 (stereo unspecified)	0.0%	i	1.6
Cc1ccc(Cn2c(C(CO)Nc3nc(-c4ccc(F)cc4)cs3)nc3ccccc32)cc1 (stereo unspecified)	-3.2%	i	1.0
CC(C)CN(C(=O)COC(=O)c1cccs1)c1c(N)n(Cc2ccccc2)c(=O)[nH]c1=O	2.9%	i	0.7
CCOC(=O)C1C(=O)CC(=O)C(C(=O)OCC)C1c1ccc(O)cc1 (stereo unspecified)	4.6%	i	1.0
CC(C)c1cccc(-c2ccc3c(c2)S(=O)(=O)c2cccc(C(=O)NCc4ccccc4Cl)c2C3=O)c1	-1.6%	i	2.2
CC(=O)Nc1cccc(NS(=O)(=O)c2c(C)noc2C)c1	-5.4%	i	0.8
CC1C=CC(C)C(C(=O)c2ccccc2)C1C(=O)c1ccccc1 (stereo unspecified)	-0.6%	i	0.9
CC(C)(C)OC(=O)C[C@@H]1C/C=C\C[C@H](CC(=O)N[C@H](CO)Cc2ccccc2)C(=O)N[C@H](C(C)(C)C)COC1=O	-5.0%	i	1.6	NS5 inhibitors pilot replicate=2.4
COc1ccc(N(C)S(=O)(=O)c2cccc(C(=O)OC(C)C(=O)NC3CCCCC3C)c2)cc1 (stereo unspecified)	-4.4%	i	1.4
CCOC(=O)c1cnc(-n2nc(C)cc2C)nc1N1CC(C)OC(C)C1 (stereo unspecified)	-6.2%	i	0.4	NS5 inhibitors pilot replicate=4.5
CCOC(=O)C1=C(COC(=O)CCOc2ccc(C)cc2)NC(=O)NC1C (stereo unspecified)	-9.4%	i	0.1
CCOC(=O)c1ccccc1NC(=O)c1cn(CC)c2nc(C)ccc2c1=O	-2.6%	i	0.4
COc1cc(C(=O)NCC(c2ccccc2)N(C)C)ccc1OCc1c(C)noc1C (stereo unspecified)	1.5%	i	0.1
CCN(CC(=O)Nc1c(F)cccc1F)C(=O)CCCc1nc2ccccc2c(=O)[nH]1	-7.4%	i	0.7
O=C(COC(=O)c1ccc(Br)o1)NCc1ccco1	-0.6%	i	1.4
Cc1cccc(-n2c(SCC(=O)c3c(N)n(C4CC4)c(=O)[nH]c3=O)nnc2N2CCOCC2)c1	6.6%	i	0.3
O=C1NC(Cc2ccc(O)cc2)c2nc3cc(F)ccc3c(=O)n2-c2ncccc21 (stereo unspecified)	-13.9%	i	0.6
CCSc1nc(-c2ccccc2)cc(=O)[nH]1	3.6%	i	1.2
C#CCOCCOCCOCCNc1nc(N2CCN(C(=O)CCCCCCCCCCNC(=O)[C@H](CCCCN)n3cc(CCCC(=O)O)nn3)CC2)nc(N2CCN(C(=O)CCCCCCCCCCNC(=O)[C@@H]([C@H](C)O)n3cc(C)nn3)CC2)n1	-2.4%	i	0.6
CCc1ncc(CO)n1Cc1cccc2ccccc12	-5.1%	i	0.8
O=C1CCCN1C(=O)CSc1nnnn1-c1cccc(F)c1	-4.7%	i	1.0
COC(=O)[C@@]12CCCCN1[C@H](c1ccc(-c3ccc(OC)cc3)cc1)[C@H]1C(=O)N(C)C(=O)[C@H]12	2.4%	+	3.4*
O=C(COC(=O)c1ccc(O)cc1)NC1CCCCCC1	-3.7%	i	1.2
CCC(=O)Nc1nonc1-c1nc2ccccc2n1Cc1ccc(Cl)c(Cl)c1	-6.2%	i	0.3
Cc1onc(-c2ccccc2)c1C(=O)OCC(=O)NC(C)c1ccc(Cl)cc1 (stereo unspecified)	2.6%	i	0.4
Cc1ccc(NS(=O)(=O)c2ccc(C(=O)NCCN3CCOCC3)cc2)cc1	3.5%	i	0.5
O=C(Cn1nc(C(=O)O)c2ccccc2c1=O)Nc1cccc(S(=O)(=O)N2CCCC2)c1	-3.6%	i	0.6
CC(Sc1nnnn1-c1ccccc1)C(=O)NC1CCCC1 (stereo unspecified)	-0.8%	i	0.8
COc1cccc(C2=CC(=O)CC(C)(C)C2)n1	1.6%	i	1.1
c1ccc(CN(CCN2CCOCC2)Cc2ccccc2)cc1	-3.2%	i	0.9
O=C(C[C@@H]1C[C@@H]2c3cc(NS(=O)(=O)c4ccc(F)cc4)ccc3O[C@@H]2[C@H](CO)O1)N1CCc2ccccc2C1	-8.0%	i	1.3
CCCn1nnc(NC(=S)NC(=O)c2ccccc2OC)n1	1.1%	i	1.2
O[C@@H]1CN(CC2CCCCC2)[C@@H](c2ccc(Cl)cc2)C[C@H]1n1cc(-c2ccc(F)cc2)nn1	-0.6%	i	1.7
O=[N+]([O-])c1ccc(Cl)c(S(=O)(=O)Nc2cccc(S(=O)(=O)NC3=NCCC3)c2)c1	33.4%	i	1.0
COc1ccc(Cl)cc1C=CC=Nc1ccccc1O	-7.7%	i	6.9
Cc1cc(C(=O)OCC(=O)Nc2ccccc2C#N)c(C)o1	6.6%	i	0.9
Cc1ccc(N=C2N=C(N)c3ccccc32)cc1C	-5.6%	i	1.7
O=C(CCNS(=O)(=O)c1ccc(Cl)cc1)OCC(=O)N1CCN(C(=O)c2ccco2)CC1	-5.0%	i	0.7
CCOc1ccccc1NC(=O)COC(=O)c1ccc(S(=O)(=O)N2CCCC2)cc1	1.5%	i	0.6
COc1ccc(Cl)cc1S(=O)(=O)N1CCC(C(=O)NCc2ccccn2)CC1	-3.6%	i	0.3
Cc1ccccc1CCNC(=O)c1cc(C2CC2)nc2c1cnn2C(C)C	-1.5%	i	0.8
Cc1ccc([C@H]2C[C@H](O)[C@@H](n3cc(COC(=O)c4ccccc4)nn3)CN2C(=O)C2CCCCC2)cc1	0.0%	i	1.2
O=C(CN1CCN(C(=O)c2ccccc2)CC1)Nc1cccc(S(=O)(=O)N2CCCC2)c1	-3.6%	i	0.2
COc1ccc(Nc2nnc(SCC(=O)NC3CCCC3)s2)cc1	-2.3%	i	0.4
CCCCCOc1ccc(/C=N/NC(=O)c2nnn(-c3nonc3N)c2CN2CCCCCC2)cc1	-13.5%	i	1.2
CCN(CC(=O)NC1CCS(=O)(=O)C1)S(=O)(=O)c1ccc(Br)cc1 (stereo unspecified)	-3.9%	i	0.7
Cc1nc(-c2cccc(NC(=O)c3ccc(-n4nccc4C)cc3)c2)cs1	-4.1%	i	0.4
Cc1ccc(CNC(=O)c2ccc(F)c(S(=O)(=O)N3CCOCC3)c2)cc1	-7.9%	i	1.1

An excerpt from above in order of length of the SMILES, low to high:
SMILES	NS5 inhibitors	Myeloid diff MLP	Myeloid diff MLP GFP+ MAC1+ %	others
COc1ccc(Cl)cc1C=CC=Nc1ccccc1O	-7.7%	i	6.9
COc1cccc(C2=CC(=O)CC(C)(C)C2)n1	1.6%	i	1.1
c1ccc(CN(CCN2CCOCC2)Cc2ccccc2)cc1	-3.2%	i	0.9
Cc1cc(C(=O)OCC(=O)Nc2ccccc2C#N)c(C)o1	6.6%	i	0.9
COc1ccc(Cl)cc1S(=O)(=O)N1CCC(C(=O)NCc2ccccn2)CC1	-3.6%	i	0.3
O[C@@H]1CN(CC2CCCCC2)[C@@H](c2ccc(Cl)cc2)C[C@H]1n1cc(-c2ccc(F)cc2)nn1	-0.6%	i	1.7

Continuation.
SMILES	NS5 inhibitors	Myeloid diff MLP	Myeloid diff MLP GFP+ MAC1+ %	others
O=C(COc1ccc([N+](=O)[O-])cc1)Nc1ccccc1C(=O)NC1CC1	-7.4%	i	1.5
N#Cc1cccc(NS(=O)(=O)c2ccccc2Cl)c1	-6.5%	i	0.4
C=CCn1c(SCC(=O)N(C(C)CC)C2CCS(=O)(=O)C2)nc2ccccc2c1=O (stereo unspecified)	-3.6%	i	0.9
COC(=O)C1CC2=C(CCCC2=O)N(c2ccccc2)C1=O (stereo unspecified)	-7.8%	i	1.0
CCOC(=O)C(=O)NCC(c1cccs1)S(=O)(=O)c1ccc(F)cc1 (stereo unspecified)	-5.9%	i	0.1
OC[C@@H]1[C@@H](c2ccc(F)cc2)C(c2cccc(Cl)c2)=NN1c1ccccc1	2.6%	i	1.1	NS5 inhibitors pilot replicate=-0.6
CCN(CC)C(=O)CSc1nnc(SC(C)C(=O)NC2CC2)s1 (stereo unspecified)	-10.1%	i	1.5
O=C(CSc1n[nH]c(=O)n1C1CC1)Nc1ccc(Cl)cc1Cl	5.2%	i	1.1
O=C(NCCc1ccc(F)cc1)c1ccc(S(=O)(=O)N2CCCC2)cc1	-3.4%	i	0.4
COc1ccccc1NC(=O)c1oc2ccccc2c1C	6.0%	i	1.0
Cc1cc(C)c(C(=O)COC(=O)c2cccc(S(=O)(=O)N3CCOCC3)c2)cc1C	8.1%	i	2.5
